GLD-1 TGE inh – GLD-1-TGE RNA interaction inhibition (C. elegans); Q17339; purified GLD-1 + fluorescein TGE RNA, fluorescence polarization; inhibition, % at 5.96 µM; 0.44% of 320,000 active; AID 2280;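 active means percent inhibition above a per-plate cutoff, the plate mean of test compounds plus 3 SD, cut at about 30% in these data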;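 further: 0% = DMSO wells with GLD-1 and probe and 100% = wells lacking GLD-1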
AGP1 TOR yeast – modulators of TOR pathway AGP1-GFP in S. cerevisiae. S. cerevisiae AGP1-GFP multiplex flow cytometry, 3 h; GFP as percent of DMSO wells. GFP response vs DMSO, % at 10 µM. 0.02% of 320,000 active. AID 2066;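 active means GFP response relative to DMSO above a set limit, near screen average plus 3 SD, cut at about 150% in these data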;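 further: median GFP channel fluorescence of the gated AGP1 strain per well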
GRK2 aptamer HTS – human GRK2 inhibition via aptamer displacement. AID 488847. 0.59% of 330,000 active. P25098. bead flow cytometry, FAM-aptamer displacement from GRK2. inhibition of aptamer binding, % at 10 µM;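 active means inhibition of aptamer binding above 40%, roughly 3 SD of noise, on plates passing a quality check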;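 further: median bead fluorescence of bound FAM aptamer so fluorescent compounds give negative values; no value below 0 was filed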
Target sequence (P25098 whole entry, looked up): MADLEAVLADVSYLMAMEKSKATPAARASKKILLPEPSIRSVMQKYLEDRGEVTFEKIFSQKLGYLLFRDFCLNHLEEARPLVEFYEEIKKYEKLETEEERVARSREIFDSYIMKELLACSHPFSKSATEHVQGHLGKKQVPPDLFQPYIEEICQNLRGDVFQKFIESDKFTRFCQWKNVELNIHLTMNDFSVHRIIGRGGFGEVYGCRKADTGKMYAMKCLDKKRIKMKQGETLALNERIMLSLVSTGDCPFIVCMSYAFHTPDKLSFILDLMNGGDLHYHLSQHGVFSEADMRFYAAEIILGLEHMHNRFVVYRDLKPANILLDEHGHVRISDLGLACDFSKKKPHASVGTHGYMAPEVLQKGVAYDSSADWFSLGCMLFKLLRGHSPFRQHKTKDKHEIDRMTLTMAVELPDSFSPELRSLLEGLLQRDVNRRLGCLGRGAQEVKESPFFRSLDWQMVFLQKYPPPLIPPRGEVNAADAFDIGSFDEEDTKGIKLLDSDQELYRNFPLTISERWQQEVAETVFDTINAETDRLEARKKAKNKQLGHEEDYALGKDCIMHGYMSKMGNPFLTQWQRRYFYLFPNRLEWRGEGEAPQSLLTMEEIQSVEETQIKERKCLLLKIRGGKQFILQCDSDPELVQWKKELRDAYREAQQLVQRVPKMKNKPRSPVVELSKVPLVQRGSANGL
MEX-5 binding – C. elegans MEX-5 TCR-2 RNA binding activity; Q9XUB2; AID 1832; 0.38% of 300,000 active; MEX-5/FITC-TCR2 RNA binding, fluorescence polarization; hits give low values; activity score (negative = inhibition of binding), % at 10 µM;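 active means inhibition past about -25% in most replicates, and total fluorescence under double the plate's negative control median, limit read from the data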;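 further: 0% = DMSO and -100% = 5 µM competing unlabeled TCR2 RNA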
MCL1-BIM inh – disrupts human MCL1 binding to BIM-BH3 peptide; Q07820; 0.68% of 320,000 active; GST-MCL1 / FITC-Bim-BH3 fluorescence polarization; inhibition, % at 10.9 µM;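 active means inhibition above the mean inhibition of all tested compounds plus 3 SD, set per campaign, cut at about 40% in these data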;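 further: 0% = DMSO wells and 100% = unlabeled Bim-BH3 peptide control; higher means more loss of mP so more displacement of Bim peptide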
Target sequence (Q07820 whole entry, looked up): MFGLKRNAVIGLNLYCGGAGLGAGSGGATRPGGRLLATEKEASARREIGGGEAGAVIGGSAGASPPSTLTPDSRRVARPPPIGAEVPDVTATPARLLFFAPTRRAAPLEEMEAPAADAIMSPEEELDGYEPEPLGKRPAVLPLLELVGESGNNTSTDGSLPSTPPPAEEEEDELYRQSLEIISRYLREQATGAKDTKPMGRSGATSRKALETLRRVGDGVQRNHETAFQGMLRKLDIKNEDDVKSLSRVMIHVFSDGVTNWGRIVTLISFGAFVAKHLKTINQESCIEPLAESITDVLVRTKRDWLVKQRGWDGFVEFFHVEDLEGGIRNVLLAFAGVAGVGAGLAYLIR
Yeast superoxide – yeast age-related superoxide inhibition as caloric restriction mimetic; S. cerevisiae aged cells, superoxide DHE fluorescence; hits give low values; superoxide response (% of plate mean), % at 10 µM; 0.18% of 330,000 active;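 active means superoxide response under a set limit, about three screen SD below normal, cut at about 65% in these data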;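 further: yeast aged for seven days with compound at 30 °C before DHE staining; 100% = average MFI of all compound-treated wells on the plate with controls excluded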
VLA-4 inh – inhibition in a human VLA-4 binding assay; P13612; VLA-4 expressing cells, ligand binding flow cytometry; inhibition, % (about 7 µM as worked out from the volumes in the protocol); 0.2% of 330,000 active; in the data active means inhibition above about 50%
BCLXL inh – blocks human Bcl-xL binding to Bim BH3 peptide; Q07817; 0.7% of 320,000 active; inhibition, % at 10.9 µM; GST-Bcl-xL / FITC-Bim BH3 peptide fluorescence polarization;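 active means inhibition above the mean of all tested compounds plus 3 SD, cutoff set per campaign, cut at about 30% in these data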;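 further: 0% = DMSO wells and 100% = unlabeled Bim-BH3 peptide competitor; inhibitors lower millipolarization by displacing the labeled peptide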
CIT2 TOR yeast – yeast TOR pathway CIT2-GFP modulation | S. cerevisiae CIT2-GFP strain, flow cytometry, 3 h; 100 means same as DMSO wells | GFP response vs DMSO, % at 10 µM | 0.065% of 320,000 active;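 active means GFP response relative to DMSO above a set limit, near the screen mean plus 3 SD, cut at about 150% in these data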;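 further: ratio of well median GFP fluorescence to mean of DMSO wells on the plate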
Numbers without * were called inactive; / = not tested or not shown. An unsorted share of the library (roughly 2.1% active in at least one column).

no.	smiles	GLD-1 TGE inh	AGP1 TOR yeast	GRK2 aptamer HTS	MEX-5 binding	MCL1-BIM inh	Yeast superoxide	VLA-4 inh	BCLXL inh	CIT2 TOR yeast
1	NC(=O)C1CCN(C(=O)CSc2nc3ccccc3s2)CC1	-8	100	2	0.6	8	104	8	0	86
2	O=C(NCc1cccnc1)c1cc(-c2ccccc2)on1	1	106	1	-1.4	-1	113	11	3	103
3	CC1(C(=O)NNC(=O)c2ccc([N+](=O)[O-])cc2)CC1(Br)Br (stereo not given)	-9	94	0	-4.6	-5	118	8	-3	95
4	O=C(Nc1nnc(S(=O)(=O)Nc2ccccc2)s1)c1ccccc1Cl	6	107	1	0.8	0	120	5	6	105
5	CC(=O)Nc1ccc(S(=O)(=O)NC2CCSc3ccccc32)cc1 (stereo not given)	0	101	0	2.5	3	101	0	6	98
6	COc1ccc(C(C)=O)cc1CSc1nncn1C	4	104	1	0.7	-4	98	31	-11	107
7	Cc1ccc(C(=O)NCC2CCCO2)cc1[N+](=O)[O-] (stereo not given)	5	104	5	0.2	-4	105	8	-3	101
8	Cc1ccc(S(N)(=O)=O)cc1NC(=O)c1ccc2c3c(cccc13)CC2	-7	109	0	-0.9	22	110	-3	8	110
9	CC1CN(S(=O)(=O)c2cccc(C(F)(F)F)c2)CC(C)O1 (stereo not given)	1	110	0	-0.4	11	103	2	18	105
10	COC(=O)c1ccc(C(=O)OC)c(NC(=O)CSCc2ccc(Cl)cc2)c1	9	/	3	-1.8	3	109	4	0	93

Continued (2 carried over from the part before).
no.	smiles	GLD-1 TGE inh	AGP1 TOR yeast	GRK2 aptamer HTS	MEX-5 binding	MCL1-BIM inh	Yeast superoxide	VLA-4 inh	BCLXL inh	CIT2 TOR yeast
9	CC1CN(S(=O)(=O)c2cccc(C(F)(F)F)c2)CC(C)O1 (stereo not given)	1	110	0	-0.4	11	103	2	18	105
10	COC(=O)c1ccc(C(=O)OC)c(NC(=O)CSCc2ccc(Cl)cc2)c1	9	/	3	-1.8	3	109	4	0	93
11	COc1ccc(-c2cc(C(=O)N(C)CC(=O)Nc3ccccc3Br)c3ccccc3n2)cc1OC	1	95	2	2.6	1	87	17	5	83
12	C=CC[C@H](CC(=O)N(CCO)Cc1ccccc1)C(=O)N[C@H](COC(=O)[C@H](CC=C)CC(=O)OC(C)(C)C)Cc1ccccc1	4	100	0	/	/	107	-22	/	99
13	O=C(NCc1ccco1)C(c1cccnc1)N(C(=O)Cn1nnc2ccccc21)c1ccccc1 (stereo not given)	-7	88	0	-0.3	-10	107	10	-4	87
14	O=C(NCc1ccc(Cl)cc1)N1CCc2ccccc2C1	-7	91	1	-1.5	-14	106	1	-4	87
15	CCOc1ccc(S(=O)(=O)NCCC(=O)NCCc2ccc(C(C)C)cc2)cc1	2	105	0	-2.2	2	105	5	4	104
16	COC(=O)[C@@]1(Cc2ccc(F)cc2)[C@H]2c3cc(C(=O)N(C)C)n(Cc4ccc(OC)c(OC)c4)c3C[C@H]2CN1C(=O)c1ccccc1	11	94	0	2.1	-5	102	24	-3	88
17	CC(C)COc1ccc(-c2nn(-c3ccccc3)cc2/C=C2/SC(=S)N(CC(=O)O)C2=O)cc1	2	109	2	-0.9	15	93	2	7	111
18	CC1(C)Cc2ccccc2-c2nc(NN)[nH]c(=O)c21	-1	95	0	3.9	-1	105	-1	2	95
19	CC1CCCCC12NC(=O)N(CC(=O)N1CCN(Cc3ccc(C#N)cc3)CC1)C2=O (stereo not given)	3	96	3	/	3	88	0	5	102
20	COc1cc(C2C3=C(Nc4ncnn42)c2ccccc2CC3)cc(OC)c1OC (stereo not given)	2	100	1	0.0	-8	111	33	1	102
21	CCN(CC)c1ccc(/C=N/NC(=O)c2ccc3nc[nH]c3c2)cc1	5	106	2	-4.0	-2	88	27	1	101
22	Cc1ccccc1-c1nnn(CC(=O)Nc2ccc3c(c2)OCCO3)n1	-2	104	1	/	-5	105	-6	-1	105
23	CC(NC(=O)c1ccccc1)C(c1cccs1)N1CCOCC1 (stereo not given)	4	97	0	-2.2	2	115	12	7	98
24	S=C(NCCSCc1ccc(Cl)cc1Cl)Nc1ccccc1	4	90	0	2.7	3	101	8	3	75
25	CCOc1ccc2ccccc2c1/C=N/NC(=O)CNC(=O)Cc1ccccc1	2	98	1	-0.7	-13	102	0	-4	102
26	COc1ccc(N(CC(=O)NC2CCCCC2)C(=O)CNC(=O)c2cccs2)cc1OC	3	98	0	0.8	-2	87	-7	4	95
27	COc1ccccc1C(=O)COC(=O)CSC(C)C(=O)Nc1cc(C)on1 (stereo not given)	-1	105	0	-0.2	-3	108	2	1	103
28	Cn1c(Cc2cccs2)nnc1SCC(=O)Nc1ccccc1	2	101	2	3.2	2	97	8	2	100
29	CN(C)S(=O)(=O)c1ccc(NC(=S)NC(=O)C2CCC2)cc1	9	91	1	-1.0	8	93	4	0	85
30	O=c1c(Cl)c(N2CCN(S(=O)(=O)c3ccc(F)cc3)CC2)cnn1-c1cccc(Cl)c1	5	100	0	2.8	-1	98	11	0	91
31	Cc1ccccc1C(=O)Nc1ccccc1C(=O)N/N=C\c1ccco1	0	97	0	3.1	-5	97	11	-5	94
32	O=C(CSc1nc2cccnc2n1Cc1ccccc1)NC1CCCCC1	-5	103	0	-2.1	-8	94	-12	2	93
33	Clc1cccc(CSc2nnc(-c3sccc3-n3cccc3)o2)c1	-1	101	0	4.1	-2	99	24	0	89
34	COC(=O)C1=C(C)N=C2SCCC(=O)N2C1c1ccc(C(=O)OC)cc1 (stereo not given)	1	90	0	-0.1	6	76	9	1	100
35	Cc1ccc(CNc2cc(-c3nn4c(C)nnc4s3)ccc2C)s1	1	105	2	-4.8	-6	103	-3	1	95
36	Cc1nc2nc[nH]n2c(=O)c1NS(=O)(=O)c1ccc(F)cc1	2	98	3	1.8	2	99	7	8	88
37	Fc1ccccc1/C=N/Nc1nc(-c2ccccn2)nc2ccccc12	3	109	2	-0.8	5	101	13	2	99
38	O=C(NCC1OCCc2ccccc21)c1ccc(NC(=O)c2ccc(Cl)cc2)cc1 (stereo not given)	7	103	2	-3.0	1	100	12	1	111
39	Cc1ccc(CNC(=O)CS(=O)(=O)Cc2nc(-c3ccc(C)cc3)oc2C)cc1	9	98	0	-1.7	-9	95	3	4	99
40	COc1cccc(OCc2cc(C(=O)N3CCN(C(C)=O)CC3)no2)c1	-2	99	1	/	4	94	5	4	98
41	CCOc1ccccc1-n1nnnc1SCC(=O)NCC1(N2CCOCC2)CCCCC1	3	95	0	/	-1	93	-9	-2	104
42	COc1ccccc1CCC(=O)Nc1ccc2c(c1)CN(Cc1ccc(CO)o1)CC2	1	93	0	1.4	5	116	6	5	/
43	COc1ccc(N2C(=O)C(C)C(Cc3ccc(C)cc3)C2=O)cc1 (stereo not given)	-1	99	0	1.5	4	101	7	-1	104
44	Cc1cc(S(=O)(=O)NCc2cccnc2)ccc1F	6	96	0	3.5	3	91	-18	7	92
45	Cn1c(SCC(=O)Nc2ccc(F)cc2)nnc1-c1cccnc1	9	103	2	-1.3	8	93	5	2	98
46	COC(=O)c1c(C)[nH]c(C(=O)COC(=O)Cc2ccc3c(c2)OCCO3)c1C	4	99	0	0.3	6	94	0	5	102
47	CCOC(=O)N1CCN(C(=O)c2cn(C)c3ccc(S(=O)(=O)N4CCC(C)CC4)cc3c2=O)CC1	-5	104	3	-0.5	2	107	33	6	98
48	C[n+]1c2n(c3ccccc31)N=C(c1ccc(Br)cc1)CS2	-2	93	0	0.8	5	106	8	6	85
49	S=C(c1ccccc1)N1CCCC1	0	92	0	0.8	4	102	13	5	102
50	COc1ccc2c(c1OC)C(=O)OC2Nc1nc(-c2ccc(-c3ccccc3)cc2)cs1 (stereo not given)	3	89	0	-0.4	2	93	-3	8	98
51	COc1cc(OC)c(NC(=O)CCc2ccccc2)cc1Cl	0	98	0	2.8	1	96	-5	-2	98
52	Cn1c(CNc2ccccn2)c(C#N)c2ccccc21	-8	89	0	-2.0	-12	118	10	-6	91
53	COc1ccc(C2C(C(N)=O)=C(C)Nc3nc(-c4ccccc4Cl)nn32)c(OC)c1 (stereo not given)	-1	102	0	0.4	2	102	3	0	94
54	CC(/C=C/c1ccccc1)=N/NC(=O)c1cc([N+](=O)[O-])cc([N+](=O)[O-])c1	0	99	0	/	3	101	2	2	100
55	Cc1nnc(SCC(=O)NNC(=O)c2ccco2)n1-c1ccccc1	7	103	1	-0.9	8	104	3	5	102
56	O=C(CCc1nnc(CCC2CCCCC2)o1)NCCc1ccccn1	2	104	1	1.3	1	94	3	2	110
57	Cc1ccc(CC(=O)NCC2CCCCC2)cc1	-2	98	0	-1.2	6	105	-2	-2	98
58	CCc1ccc2c(c1)CCCN2C(=O)c1ccccc1C(=O)O	-3	101	5	-2.1	7	106	-4	11	96
59	O=C(Nc1nnc(CCc2ccccc2)s1)c1ccc(F)cc1	2	103	2	-0.3	1	94	7	4	104
60	O=[N+]([O-])c1ccc(C(O)CN2CCN(c3ccccc3)CC2)cc1 (stereo not given)	6	100	0	1.9	-4	108	13	0	100

Additional results:
no.	smiles	GLD-1 TGE inh	AGP1 TOR yeast	GRK2 aptamer HTS	MEX-5 binding	MCL1-BIM inh	Yeast superoxide	VLA-4 inh	BCLXL inh	CIT2 TOR yeast
61	CCn1c(Cc2ccc(OC)cc2)nnc1SCC(=O)NC1CC1	2	104	3	-0.7	2	110	-10	-2	101
62	COc1ccccc1N/C=C/C(=C(C#N)C#N)N(C)C	-7	102	2	0.4	11	101	3	2	105
63	COc1cc(NC(=O)C2C3C=CC(C3)C2C(=O)O)ccc1NC(=O)c1ccccc1 (stereo not given)	-2	94	5	-1.4	12	91	-1	8	94
64	O=C(NCCN1CCOCC1)c1ccccc1[N+](=O)[O-]	6	91	0	2.0	-1	100	6	4	97
65	O=C(CN1CCN(Cc2ccccc2)CC1)NC(c1ccccc1)c1ccccc1	7	106	0	-1.8	-2	109	-1	8	102
66	Cc1cc(C(=O)CN2CCCCC2)c(C)n1-c1ccc(F)cc1	2	99	5	1.5	5	94	6	-1	103
67	O=C(NC1CCCC1)C1CCN(C(=O)c2cc(Cl)ccc2Cl)CC1	-5	93	0	0.9	4	103	-1	6	95
68	O=S(=O)(Nc1ccc(F)cc1Cl)c1ccc(-c2cnc(C3CC3)o2)cc1	1	109	2	2.9	6	100	-22	2	125
69	O=C(Nc1ccsc1C(=O)O)c1ccccc1	-6	92	1	1.5	-1	110	3	1	88
70	Cc1ccc(C(=O)N2C3C=CC(C3)C2(C(F)(F)F)C(F)(F)F)cc1 (stereo not given)	0	102	0	-1.1	-2	103	13	1	98
71	N#Cc1c2n(c(=S)n(-c3ccccc3)c1=O)CCCCC2	3	107	0	0.9	7	93	-1	1	102
72	CCOc1ccc(CCNC(=O)COC(=O)c2cc(OC)c(OC)cc2[N+](=O)[O-])cc1OCC	-3	92	1	1.4	3	97	6	1	90
73	Cc1cc(C)nc(SCC(=O)Nc2ccc(S(=O)(=O)Nc3cc(C)on3)cc2)n1	-1	106	4	-0.3	6	100	-6	10	104
74	O=C(COc1ncnc2cc(Cl)ccc12)c1ccc2c(c1)OCCO2	7	98	0	1.3	6	96	8	6	97
75	COC(=O)c1cn(Cc2c(C)cc(C)cc2C)nn1	3	104	0	0.9	4	109	4	8	107
76	COc1ccc(C(=O)NCc2cn3c(C)csc3n2)cc1OC	6	102	3	2.9	3	92	4	4	107
77	COc1ccc(-c2csc(C)n2)cc1	-3	103	1	1.0	9	79	-1	5	93
